High-throughput results: PubChem BioAssay, NCI
Growth percent in the NCI-60 one-dose screen (48 h, 10 µM unless noted): 100 = growth as untreated, 0 = no growth, -100 = all killed.
SNB-19 = SNB-19 CNS cancer cells; hit rate 2.5% among 81,000
HCT-15 = HCT-15 colon cancer. hit rate 5.2% among 82,000
HCT-116 = HCT-116 colon cancer. hit rate 7.3% among 82,000. AID 1794798
SF-295 = SF-295 CNS cancer cells; hit rate 5.6% among 79,000; AID 1794758
SNB-75 = SNB-75 CNS cancer; hit rate 5% among 79,000
SF-539 = SF-539 CNS cancer. AID 1794752. hit rate 6.8% among 81,000
KM12 = KM12 colon cancer cells; hit rate 5% among 82,000
HCC-2998 = HCC-2998 colon cancer; hit rate 4.7% among 79,000; AID 1794799
SW-620 = SW-620 colon cancer. hit rate 5.2% among 82,000. AID 1794795
* = called active by the depositor; & = joins results of further samples. Rule for the calls: active = growth percent below 10; inactive = the rest.

Results for COc1ccc(C2=C/C(=C/c3cc(OC)ccc3OC)C(=O)N2CCc2ccc(S(N)(=O)=O)cc2)cc1 ?
SNB-19: 83; HCT-15: 75; HCT-116: 80; SF-295: 85; SNB-75: 72; SF-539: 89; KM12: 84; HCC-2998: 106; SW-620: 84

Results for CC(C)=C/C(C)=C(/C#N)C(=O)OC(C)C ?
SNB-19: 101; HCT-15: 105; HCT-116: 104; SF-295: 109; SNB-75: 92; SF-539: 101; KM12: 109; SW-620: 104

Results for COc1ccc(C2NC(=O)c3cc(OC)c(OC)cc3N2)cc1 (stereo not given) ?
SNB-19: 117; HCT-15: 92; HCT-116: 100; SF-295: 105; SNB-75: 106; SF-539: 89; KM12: 91; HCC-2998: 117; SW-620: 109

What do the screens show for `O=C1c2cccc(Cl)c2C(=O)c2c1cccc2[N+](=O)[O-]`?
SNB-19: 98; HCT-15: 84; HCT-116: 92; SF-295: 112; SF-539: 101; HCC-2998: 103; SW-620: 74

Results for Cc1cc(Cl)cc2c1S/C(=C1\Sc3c(C)cc(Cl)cc3C1=O)C2=O ?
SNB-19: 106; HCT-15: 98; HCT-116: 101; SF-295: 94; SNB-75: 86; SF-539: 95; KM12: 117; HCC-2998: 95; SW-620: 115

What do the screens show for `O=[N+]([O-])c1ccc(Nc2ccccc2)nc1`?
SNB-19: 96; HCT-15: 106; HCT-116: 97; SF-295: 100; SNB-75: 93; SF-539: 105; KM12: 98; HCC-2998: 95; SW-620: 107

Results for CC(=O)c1cc2ccc(COC(=O)Nc3ccc(Cl)cc3)cc2oc1=O ?
SNB-19: 99; HCT-15: 60; SF-295: 90; SNB-75: 84; SF-539: 98; KM12: 58; HCC-2998: 101; SW-620: 75

What do the screens show for `Nc1ncc(C#Cc2cncc(NC(=O)c3cccc(OC(F)(F)F)c3)c2)c2cccnc12`?
SNB-19: 119; HCT-15: 94; HCT-116: 53; SF-295: 92; SNB-75: 76; SF-539: 77; KM12: 22; HCC-2998: 67; SW-620: 67

What do the screens show for `O=c1c2ccccc2c2ccccc2c(=O)n1-c1ccc(NC(=S)Nc2ccccc2)cc1`?
SNB-19: 107; HCT-15: 102; HCT-116: 104; SF-295: 110; SNB-75: 86; SF-539: 93; KM12: 109; HCC-2998: 103; SW-620: 106

How did CC(=O)CCC(=O)OCc1ccccc1 do in these assays?
HCT-15: 99; HCT-116: 105; SF-295: 118; SNB-75: 106; SF-539: 137; KM12: 111; HCC-2998: 110; SW-620: 97

What do the screens show for `CCOc1ccc2ccccc2c1N`?
SNB-19: 86; HCT-15: 99; HCT-116: 96; SNB-75: 97; SF-539: 95; KM12: 87; HCC-2998: 105; SW-620: 129

What do the screens show for `COc1cncc(-c2ccc3ncnc(N4CCc5ccc(Cl)cc54)c3c2)c1`?
SNB-19: 36; HCT-15: 12; HCT-116: -58*; SF-295: 20; SNB-75: 24; SF-539: 33; KM12: 22; HCC-2998: 17; SW-620: 61

Already shown: 8 of the compounds above.
Results for Cc1cc(Cl)cc2c1S/C(=C1\Sc3c(C)cc(Cl)cc3C1=O)C2=O ?
SNB-19: 106; HCT-15: 98; HCT-116: 101; SF-295: 94; SNB-75: 86; SF-539: 95; KM12: 117; HCC-2998: 95; SW-620: 115

What do the screens show for `O=[N+]([O-])c1ccc(Nc2ccccc2)nc1`?
SNB-19: 96; HCT-15: 106; HCT-116: 97; SF-295: 100; SNB-75: 93; SF-539: 105; KM12: 98; HCC-2998: 95; SW-620: 107

Results for CC(=O)c1cc2ccc(COC(=O)Nc3ccc(Cl)cc3)cc2oc1=O ?
SNB-19: 99; HCT-15: 60; SF-295: 90; SNB-75: 84; SF-539: 98; KM12: 58; HCC-2998: 101; SW-620: 75

What do the screens show for `Nc1ncc(C#Cc2cncc(NC(=O)c3cccc(OC(F)(F)F)c3)c2)c2cccnc12`?
SNB-19: 119; HCT-15: 94; HCT-116: 53; SF-295: 92; SNB-75: 76; SF-539: 77; KM12: 22; HCC-2998: 67; SW-620: 67

What do the screens show for `O=c1c2ccccc2c2ccccc2c(=O)n1-c1ccc(NC(=S)Nc2ccccc2)cc1`?
SNB-19: 107; HCT-15: 102; HCT-116: 104; SF-295: 110; SNB-75: 86; SF-539: 93; KM12: 109; HCC-2998: 103; SW-620: 106

How did CC(=O)CCC(=O)OCc1ccccc1 do in these assays?
HCT-15: 99; HCT-116: 105; SF-295: 118; SNB-75: 106; SF-539: 137; KM12: 111; HCC-2998: 110; SW-620: 97

What do the screens show for `CCOc1ccc2ccccc2c1N`?
SNB-19: 86; HCT-15: 99; HCT-116: 96; SNB-75: 97; SF-539: 95; KM12: 87; HCC-2998: 105; SW-620: 129

What do the screens show for `COc1cncc(-c2ccc3ncnc(N4CCc5ccc(Cl)cc54)c3c2)c1`?
SNB-19: 36; HCT-15: 12; HCT-116: -58*; SF-295: 20; SNB-75: 24; SF-539: 33; KM12: 22; HCC-2998: 17; SW-620: 61

(list continues)
Results for COc1cc2oc(-c3cccc(NC(=O)c4ccc5c(c4)OCO5)c3)cc(=O)c2c(OC)c1OC ?
SNB-19: 46; HCT-15: 32; HCT-116: 35; SF-295: 54; SNB-75: 67; SF-539: 57; KM12: 51; HCC-2998: 53; SW-620: 64

What do the screens show for `N#Cc1nn(-c2cc(=O)[nH]c3ccccc23)c(N)c1C#N`?
SNB-19: 93; HCT-15: 106; HCT-116: 92; SF-295: 99; SNB-75: 93; SF-539: 103; KM12: 102; HCC-2998: 63; SW-620: 103

How did N#Cc1ncc(-c2ccc(F)nc2)c(NC2CCCCCC2)n1 do in these assays?
SNB-19: 101; HCT-15: 79; HCT-116: 87; SF-295: 97; SNB-75: 84; SF-539: 99; KM12: 103; HCC-2998: 104; SW-620: 108

How did NC(N)=N/N=C/c1ccccc1O do in these assays?
SNB-19: 114; HCT-15: 114; HCT-116: 113; SF-295: 111; SNB-75: 112; SF-539: 117; KM12: 117; HCC-2998: 111; SW-620: 105

What do the screens show for `O=C(Nc1ccccc1)Nc1ncnc2c1ncn2-c1ccccc1`?
SNB-19: 58; HCT-15: 85; HCT-116: 29; SF-295: 31; SNB-75: 41; SF-539: 83; KM12: 87; HCC-2998: 93; SW-620: 94

Results for O=C(CN(Cc1ccccc1)c1ccccc1)c1ccc(Cl)cc1 ?
SNB-19: 102; HCT-15: 93; HCT-116: 85; SF-295: 100; SNB-75: 87; SF-539: 100; KM12: 87; HCC-2998: 110; SW-620: 79

How did Cc1nc(Nc2cccnc2)sc1C(=O)/C=C/c1ccc(Cl)cc1 do in these assays?
SNB-19: 14; HCT-15: 15; HCT-116: 27; SF-295: 43; SNB-75: -1.6*; SF-539: -14*; KM12: 13; HCC-2998: 85; SW-620: 6.9*

What do the screens show for `CC1CC(c2ccccc2)(c2ccccc2)C(=O)C(C)N1C` (stereo not given)?
SNB-19: 110; HCT-15: 96; HCT-116: 84; SF-295: 104; SNB-75: 92; SF-539: 103; KM12: 102; HCC-2998: 101; SW-620: 104

How did CC(c1ccccc1)c1ccc(O)cc1 (stereo not given) do in these assays?
SNB-19: 99; HCT-15: 99; HCT-116: 92; SF-295: 97; SF-539: 96; KM12: 99; HCC-2998: 90; SW-620: 97

How did O=C(C(=O)c1ccc(Cl)cc1)c1ccc(Cl)cc1 do in these assays?
SNB-19: 103; HCT-15: 92; HCT-116: 111; SF-295: 95; SNB-75: 90; KM12: 105; SW-620: 104

How did CCN(CC)CCNc1cccc2c(SC)ccnc12 do in these assays?
SNB-19: 99; HCT-15: 103; HCT-116: 78; SF-295: 96; SNB-75: 110; SF-539: 100; KM12: 110; HCC-2998: 99; SW-620: 93

Results for CCOC(=O)c1cc(C(=O)c2ccc(OC)c(OC)c2)n2c1ccc1c3ncccc3ccc12 ?
SNB-19: 108; HCT-15: 92; HCT-116: 101; SF-295: 104; SNB-75: 79; SF-539: 101; KM12: 97; HCC-2998: 102; SW-620: 92

What do the screens show for `CCN(CC)CCNc1cccc(Cl)c1`?
SNB-19: 93; HCT-15: 101; HCT-116: 99; SF-295: 102; SNB-75: 99; SF-539: 91; KM12: 108; SW-620: 101

How did COc1ccc(-c2c3c(nn2Cc2ccccc2)CCc2cnoc2-3)cc1OC do in these assays?
SNB-19: 96; HCT-15: 96; HCT-116: 94; SF-295: 85; SNB-75: 77; SF-539: 90; KM12: 100; HCC-2998: 97; SW-620: 114

What do the screens show for `Cc1ccc(/C=C2\CN(C(=O)C(Cl)Cl)C/C(=C\c3ccc(C)cc3)C2=O)cc1`?
SNB-19: -54*; HCT-15: -39*; HCT-116: -85*; SF-295: -7.5*; SNB-75: -30*; SF-539: -86*; KM12: -66*; HCC-2998: -90*; SW-620: -67*

How did Cc1ccc(N2CCN(CC(O)COc3ccccc3C)CC2)cc1 (stereo not given) do in these assays?
SNB-19: 105; HCT-15: 112; HCT-116: 97; SF-295: 113; SNB-75: 104; SF-539: 112; KM12: 115; HCC-2998: 109; SW-620: 112

What do the screens show for `Cc1ccccc1P(=O)(c1ccccc1)c1ccccc1C`?
SNB-19: 91&92; HCT-15: 97&94; HCT-116: 98&93; SF-295: 89; SNB-75: 84&79; SF-539: 101&99; KM12: 109&95; HCC-2998: 116&109; SW-620: 104&98

How did COc1ccc2c(c1)CCC1(C)CC(=O)C(Br)=C21 (stereo not given) do in these assays?
SNB-19: 105; HCT-15: 102; HCT-116: 98; SF-295: 100; SNB-75: 87; SF-539: 105; KM12: 108; HCC-2998: 103; SW-620: 111

Results for COc1ccc(-c2nc(N/N=C/c3c[nH]c4ccccc34)nc(N3CCOCC3)c2C#N)cc1 ?
SNB-19: 109; HCT-15: 44; HCT-116: 60; SF-295: 68; SNB-75: 62; SF-539: 68; KM12: 84; HCC-2998: 100; SW-620: 73

What do the screens show for `COc1ccc(-c2nc3sc(C4CC4)nn3c2/C=C2/C(=O)Nc3cc(Cl)ccc32)cc1`?
SNB-19: 114; HCT-15: 82; HCT-116: 49; SF-295: 101; SNB-75: 110; SF-539: 96; KM12: 96; HCC-2998: 102; SW-620: 82

How did NCCOc1ncccc1/C=C1\c2ccccc2-c2ccc(C(F)F)cc21 do in these assays?
SNB-19: 40; HCT-15: 29; HCT-116: 42; SF-295: 54; SNB-75: 53; SF-539: 49; KM12: 79; HCC-2998: 24; SW-620: 38

Results for Cc1cc2nc(CS)[nH]c2cc1C ?
SNB-19: 93; HCT-15: 101; HCT-116: 58; SF-295: 102; SNB-75: 75; SF-539: 95; KM12: 88; HCC-2998: 102; SW-620: 85

Results for COc1ccc(/C=C\c2cccc(Cl)c2)cc1 ?
HCT-15: 88; HCT-116: 92; SF-295: 93; SNB-75: 88; SF-539: 103; KM12: 92; HCC-2998: 114; SW-620: 91

How did C=C(C)[C@@H]1CC[C@]2(C(=O)OC)CC[C@]3(C)[C@H](CC[C@@H]4[C@@]5(C)Cc6cc(C)oc6C(C)(C)[C@@H]5CC[C@]43C)[C@@H]12 do in these assays?
SNB-19: 101; HCT-15: 99; HCT-116: 91; SF-295: 97; SNB-75: 102; SF-539: 102; KM12: 104; HCC-2998: 101; SW-620: 102

What do the screens show for `COC1=CC(=O)OC(c2ccco2)C1` (stereo not given)?
SNB-19: 104; HCT-15: 107; HCT-116: 103; SNB-75: 94; SF-539: 105; KM12: 114; SW-620: 111

Results for COc1cc(/C=C/C(=O)c2ccc(Nc3nc(Nc4ccccc4)nc(Nc4ccc(Cl)cc4)n3)cc2)cc(OC)c1OC ?
SNB-19: 93; HCT-15: 56; HCT-116: 0.3*; SF-295: 64; SNB-75: 58; SF-539: 73; KM12: 47; SW-620: 56

Results for COc1cc2c3c(n(CCCNC4CCCC4)c(=O)c2cc1OC)-c1cc2c(cc1C3=O)OCO2 ?
SNB-19: 46; HCT-15: -69*; HCT-116: -91*; SF-295: -77*; SNB-75: 85; SF-539: -85*; KM12: 66; HCC-2998: 23; SW-620: -84*

Results for O=c1c(-c2nc3ccccc3s2)cc2c(n1NS(=O)(=O)c1ccccc1)CCCC2 ?
SNB-19: 102; HCT-15: 101; HCT-116: 96; SF-295: 102; SNB-75: 76; SF-539: 104; KM12: 102; HCC-2998: 112; SW-620: 102

Results for COc1ccc2oc(=O)c(C3(C)NC(=O)c4c(/C=C/C(=O)OC5CC6CCC5(C)C6(C)C)cccc4N3)cc2c1 (stereo not given) ?
SNB-19: 66; HCT-15: 44; HCT-116: 52; SF-295: 63; SNB-75: 66; SF-539: 81; KM12: 67; HCC-2998: 84; SW-620: 84
